Bioassay records (PubChem)
S100A4 inh HTS: inhibitors of S100A4-myosin IIA peptide binding, primary screen, biochemical, fluorescence polarization, TAMRA-MyoIIA peptide | inhibition, % at 10.7 µM | 0.14% of 360,000 active | AID 652163, 2013;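 active = mean inhibition of at least 70% across replicates, with every replicate also reaching that level; inconclusive = mean inhibition reaches 70% but some replicates fall short; inactive = mean inhibition below 70%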
Target sequence (P26447 whole entry, looked up): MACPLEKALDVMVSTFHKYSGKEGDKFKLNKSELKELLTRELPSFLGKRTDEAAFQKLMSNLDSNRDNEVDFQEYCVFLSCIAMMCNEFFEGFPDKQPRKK
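Material: S100A4 monomer (human). Medium: Calcium-containing HEPES buffer, pH 7.2. Probe or stimulus: labelled myosin peptide probe, 5 nM. Compound dosing: one concentration per compound. Timing: polarization read 5 min after assay mix addition, stable 5–60 min. Benchmarks: DMSO as neutral control, TFP as positive control.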
PglD DTNB: C. jejuni PglD acetyltransferase inhibitors, primary screen, biochemical, DTNB colorimetric, single point. UDP-N-acetylbacillosamine N-acetyltransferase PglD (Campylobacter jejuni). purified PglD enzyme, DTNB colorimetric CoA detection. inhibition, % at 12.5 µM. 0.098% of 360,000 active; in the data active = inhibition above about 16%, passing the limit was not always enough; inconclusive = no clear call, values can overlap the other calls; note: strong numbers were not always called active
E-sel inducer: E-selectin induction in HUVECs, primary screen, imaging, HUVEC, immunofluorescence imaging, single point; normalized: neutral wells 0, TNF-alpha wells 100; activation, % at 7.58 µM; 0.37% of 260,000 active; AID 686992, 2013;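 active = mean E-selectin-positive cell signal at least 10% of the positive control, reached in at least 60% of replicates, without over 20% cell loss; inconclusive = no rule given, readout overlaps actives, possibly toxicity-flagged; inactive = the rest, including those meeting only one limit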;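 note: in these data hits start at about 27%; measured in HUVEC primary endothelial cells; signal is the percent of cells scored E-selectin positive by PE staining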
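Read-out: % PE-positive cells | Test system: HUVEC | Doses: One compound dose added by pin transfer | Buffer or medium: EGM-2 over gelatin coat | Signal: Immunofluorescence imaging | Benchmarks: TNF-alpha, DMSO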
ERp5 block: inhibitors of ERp5-driven insulin aggregation, primary screen, biochemical, turbidity, absorbance 650 nm, single point; Protein disulfide-isomerase A6 (Homo sapiens), Q15084; 90 min; inhibition, % at 9.99 µM; 0.05% of 350,000 active;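 active = mean replicate inhibition above about 25%, with every replicate also reaching it, limit read from the data, passing the limit was not always enough; inconclusive = only one of those two criteria met; inactive = neither criterion met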
Target sequence (Q15084 whole entry, looked up): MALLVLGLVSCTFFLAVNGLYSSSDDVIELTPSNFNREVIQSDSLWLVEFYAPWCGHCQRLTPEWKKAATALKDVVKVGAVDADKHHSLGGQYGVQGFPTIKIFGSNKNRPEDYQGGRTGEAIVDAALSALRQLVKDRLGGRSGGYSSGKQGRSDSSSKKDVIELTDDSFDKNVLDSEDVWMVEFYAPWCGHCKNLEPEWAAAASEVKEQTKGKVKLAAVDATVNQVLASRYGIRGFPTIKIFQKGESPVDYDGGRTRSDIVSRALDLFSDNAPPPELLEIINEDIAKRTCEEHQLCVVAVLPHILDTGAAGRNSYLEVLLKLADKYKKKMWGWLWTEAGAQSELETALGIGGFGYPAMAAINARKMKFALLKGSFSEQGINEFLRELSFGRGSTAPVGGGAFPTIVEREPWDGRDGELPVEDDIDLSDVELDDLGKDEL
SIRT5 block: SIRT5 desuccinylase inhibitors, primary screen, biochemical, fluorescence imaging, single point, set 5 | 1.1% of 330,000 active | AID 652115, 2013 | Purified SirT5, succinyl-peptide AMC, trypsin-coupled fluorescence | NAD-dependent protein deacylase sirtuin-5, mitochondrial (Homo sapiens), Q9NXA8 | inhibition, % at 15 µM; in the data active = inhibition above about 15%; inconclusive = no clear call, values can overlap the other calls
Target sequence (Q9NXA8 whole entry, looked up): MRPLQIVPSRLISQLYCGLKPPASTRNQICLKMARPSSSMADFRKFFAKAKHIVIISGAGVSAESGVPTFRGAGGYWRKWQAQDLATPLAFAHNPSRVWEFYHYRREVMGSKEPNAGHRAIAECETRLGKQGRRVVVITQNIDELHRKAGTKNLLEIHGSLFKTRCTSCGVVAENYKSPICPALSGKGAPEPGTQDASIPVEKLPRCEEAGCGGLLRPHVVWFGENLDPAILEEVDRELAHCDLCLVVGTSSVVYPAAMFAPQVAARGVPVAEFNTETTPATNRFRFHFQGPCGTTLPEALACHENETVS
DENV2 CPE rescue: inhibitors of DENV2 cytopathic effect, primary screen, cell-based, plate reader, single concentration. 1.7% of 350,000 active. CPE inhibition, % at 9.99 µM. DENV2-infected cells, cytopathic effect rescue; in the data active = CPE inhibition above about 20%, passing the limit was not always enough; inconclusive = no clear call, values can overlap the other calls; tested in BHK-21 cells;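 note: 0% = median of neutral control wells and 100% = median of positive control wells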
C2C12 statin: suppressors of statin myotoxicity in C2C12 myotubes, primary screen, cell-based, single point, plate reader; AID 602340, 2012; C2C12 myotubes + simvastatin, ATP luminescence, 48 h; scaled: DMSO 0, geranylgeraniol control 100; rescue of ATP level, % at 7.49 µM; 0.78% of 330,000 active;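 active = mean ATP rescue above about 67%, or every replicate alone reaching that limit, limit read from the data, passing the limit was not always enough; inconclusive = no clear call, values can overlap the other calls; inactive = mean under the limit and some replicate under it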;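 note: myotubes were challenged with 10 µM simvastatin during compound exposure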
* = called active by the depositor; ? = inconclusive; . = not tested or not shown. An excerpt. The share of hits here may be higher or lower than overall.

Preview:
SMILES	S100A4 inh HTS	PglD DTNB	E-sel inducer	ERp5 block	SIRT5 block	DENV2 CPE rescue	C2C12 statin
CCOc1ccc(NC(=O)CC2C(=O)N(c3cccc(OC)c3)C(=O)N2CCOC)cc1 (stereo not drawn)	-1	0	-1.2	-7	-5	7	28
CC(C)CC#Cc1ccc2c(c1)O[C@H](CN(C)Cc1cccc(F)c1)[C@H](C)CN([C@H](C)CO)S2(=O)=O	-2	3	0.6	1	12	-3	.
CCc1cc(SC#N)cc(C)c1NC(=O)CCl	-3	.	8.8	-1	1	-3	.

Main list, from the first entry:
SMILES	S100A4 inh HTS	PglD DTNB	E-sel inducer	ERp5 block	SIRT5 block	DENV2 CPE rescue	C2C12 statin
CCOc1ccc(NC(=O)CC2C(=O)N(c3cccc(OC)c3)C(=O)N2CCOC)cc1 (stereo not drawn)	-1	0	-1.2	-7	-5	7	28
CC(C)CC#Cc1ccc2c(c1)O[C@H](CN(C)Cc1cccc(F)c1)[C@H](C)CN([C@H](C)CO)S2(=O)=O	-2	3	0.6	1	12	-3	.
CCc1cc(SC#N)cc(C)c1NC(=O)CCl	-3	.	8.8	-1	1	-3	.
COc1cccc(/C=N/NC(=O)c2ccc(N3CCCC3=O)cc2)c1	-1	-3	-0.2	5	-6	6	4
Cc1ccc(C2CC(c3ccco3)=NN2S(C)(=O)=O)cc1 (stereo not drawn)	-3	-1	.	-1	-2	-3	2
O=C(COC(=O)Cn1cc(C(F)(F)F)ccc1=O)Nc1ccccc1	-3	3	1.2	4	-1	17	4
C[C@H](CO)N1C[C@H](C)[C@H](CN(C)C(=O)Nc2ccc(F)cc2)Oc2c(NS(=O)(=O)c3cccs3)cccc2C1=O	-13	-2	-0.1	10	-2	1	-43
CCC(=O)Nc1ccc2c(c1)OC[C@@H](C)N(C(=O)CN1CCOCC1)C[C@@H](C)[C@H](OC)CN(C)C2=O	3	1	0.0	-1	-5	-5	-11
CCCC#Cc1cnc2c(c1)C(=O)N([C@H](C)CO)C[C@H](C)[C@@H](CN(C)C(=O)Nc1c(C)noc1C)O2	1	3	0.4	5	-2	1	19
COc1cccc(NC(=O)N(C)C[C@@H]2Oc3cc(-c4ccccc4OC)ccc3S(=O)(=O)N([C@H](C)CO)C[C@H]2C)c1	-12	6	0.0	17	0	8	-60
CO[C@@H]1CN(C)C(=O)c2ccc(NC(C)=O)cc2OC[C@H](C)N(C(=O)C2CC2)C[C@@H]1C	-1	11	-0.1	-1	-5	6	-3
COc1ccc2[nH]c3c(c2c1)CCN1C(=O)C(CC(=O)NCCCN(C)C)C[C@H](C(=O)N2CCCCC2)[C@@]31C (stereo partly drawn)	-9	4	0.0	4	-2	-7	10
CCc1nc2ccc(C(=O)NCCCN3CCN(c4ccc(F)cc4)CC3)cc2nc1CC	-12	-2	-0.1	2	2	-8	-16
C[C@H]1CN([C@@H](C)CO)S(=O)(=O)c2ccc(-c3ccncc3)cc2O[C@H]1CN(C)C	14	-3	0.1	-1	-1	8	13
CCCC(=O)Nc1ccc2c(c1)C(=O)N(C)C[C@H](OC)[C@H](C)CN(Cc1ccccc1)[C@H](C)CO2	96*	-1	0.0	4	-2	-16	3
COn1c(-c2ccc(C)cc2)nc2ncccc21	-6	-1	2.3	3	5	-1	-3
CCN(CC)C(=O)c1ccc(S(=O)(=O)NCc2cccnc2)cc1	3	-3	.	4	0	5	-3
COc1ccc(Nc2nc(C)nc3c2oc2ccccc23)c(OC)c1	-6	-6	.	0	1	1	-18
CNc1ccc(-c2cccc(C(=O)N3CCOCC3)c2)cn1	-3	-1	-0.3	5	7	7	-7
CCc1ccc([C@@H]2CC=C(C(=O)O)[C@H](c3ccc(C)cc3)N2S(=O)(=O)c2ccc(C)cc2)cc1	-1	4	-0.6	3	.	18	-1
CC(=O)N1CCCCN2[C@H](CO)[C@H](c3ccc(-c4cccc(C)c4)cc3)[C@@H]2C1	14	6	0.5	-3	-3	-10	.
O=C(NC1CCCCCCC1)c1ccc(Br)o1	1	-5	.	-3	-6	?	5
O=C(NC1CCCCC1)N1CC2(C1)[C@H](c1ccccc1)[C@H](CO)N2CC1CC1	5	.	0.2	-1	11	-9	.
COc1ccc(-n2cc(CN[C@H]3CCCCNC3=O)c(-c3cccc(F)c3)n2)cc1	0	7	3.4	5	-6	-1	-7
CC(C)NC(=O)N1CCC(n2nccc2NC(=O)CCOc2ccccc2)CC1	3	2	-0.2	0	-3	6	-9
(continued)
SMILES	S100A4 inh HTS	PglD DTNB	E-sel inducer	ERp5 block	SIRT5 block	DENV2 CPE rescue	C2C12 statin
COc1ccc(OC)c(NC(=O)Nc2nnc([C@H]3C[C@H](O)[C@@H](CO)O3)s2)c1	-2	-3	0.3	7	0	0	1
O=C(CSCc1c(Cl)cccc1Cl)Nc1cccnc1	0	6	2.4	3	-4	10	-12
Cc1noc(C)c1S(=O)(=O)Nc1ccc2c(c1)C(=O)N([C@H](C)CO)C[C@@H](C)[C@H](CN(C)Cc1ccc(Oc3ccccc3)cc1)O2	-1	1	-3.1	2	9	-3	-4
Cc1cccc(OCCC(=O)NNC(=O)c2ccoc2C)c1	0	-2	.	1	0	.	-3
CC1(Oc2cnc(Cl)c3ccccc23)CCN(Cc2ccc(-c3ccccn3)cc2)C1 (stereo not drawn)	-6	-3	-0.2	9	.	-5	4
COC(=O)c1cc(Nc2cc(C)nc3ncnn23)cc(C(=O)OC)c1	0	2	-0.3	-2	2	-6	0
Cc1[nH]c(C)c(S(=O)(=O)N(C)Cc2ccccc2)c1C(=O)N1CCCC1	3	5	.	-6	-3	-6	2
COc1ccc(C(=O)Cn2c(=O)oc3ccc(C)cc32)cc1	1	-6	0.4	3	-2	2	8
COC(=O)c1ccc(N2CCS(=O)(=O)CC2)cc1	-3	-2	.	-1	-2	.	-1
C[C@H](CO)N1C[C@H](C)[C@@H](CN(C)Cc2ccc(-c3ccccc3)cc2)Oc2c(NC(=O)CCCCCC(=O)Nc3ccccc3N)cccc2C1=O	-2	.	2.1	4	6	-4	.
O=S(=O)(c1ccc2ncn(O)c2c1)N1CCOCC1	-2	-2	.	4	4	2	3
CC(=O)N(C)C[C@H]1Oc2cc(-c3ccc(C)cc3)ccc2S(=O)(=O)N([C@@H](C)CO)C[C@H]1C	-2	1	.	0	-2	-4	-17
CCn1c(C)c(P(=O)(N2CCOCC2)N2CCOCC2)c2ccccc21	-3	.	.	3	.	1	.
C[C@H]1CN([C@@H](C)CO)C(=O)c2cccc(NC(=O)c3ccc(-c4nccs4)cc3)c2O[C@H]1CN(C)C(=O)Nc1ccc2c(c1)OCO2	-12	-1	21	-1	4	-6	-40
Cc1cc(NC(=O)CSc2nnc(-c3c[nH]c4ccccc34)n2-c2ccc(F)cc2)no1	2	0	0.4	0	7	10	-17
Cc1cc(-c2nnc3n2N=C(c2ccc(F)cc2)CS3)n[nH]1	-7	.	2.3	-1	1	-1	.
Cc1ccc(-c2noc(C3CCCN(C(=O)c4ccc(C(C)(C)C)cc4)C3)n2)o1 (stereo not drawn)	0	-1	.	-1	2	7	0
C[C@H](CO)N1C[C@H](C)[C@H](CN(C)S(=O)(=O)c2ccccc2)Oc2ccc(NC(=O)CCCN(C)C)cc2C1=O	2	0	1.2	7	.	7	-10
CCOC(=O)c1cc(C)sc1NC(=O)CSC1=NCCS1	-5	1	-0.3	-1	-1	0	5
Cc1cccc(-c2ccc([C@H]3[C@@H](CO)N4CCCCN(Cc5cccnc5)C[C@@H]34)cc2)c1	-5	2	-0.3	0	5	-15	.
Cc1cccc(OCC(=O)Nc2ccccc2N2CCCCC2)c1C	-3	.	.	-1	-3	7	-8
COc1ccc(OCc2ccc(C(=O)N3CCOCC3)cc2)cc1	2	-5	.	-2	-3	-6	13
COc1ccc(NC(=O)C(c2ccccc2F)n2c(=O)c(-c3cc4ccccc4[nH]3)nc3ccccc32)cc1 (stereo not drawn)	2	.	0.3	2	0	-14	.
CO[C@@H](CN(C)C(=O)C1CC1)[C@@H](C)CN(C(=O)Nc1ccc(C(F)(F)F)cc1)[C@H](C)CO	0	-1	0.1	6	-1	-8	-10
C[C@H]1CN(S(=O)(=O)C(C)(C)C)[C@H](CCO)/C1=C\c1ccccc1	-5	-9	.	1	-2	4	0
C[C@@H]1CCCCO[C@@H](CN(C)C(=O)Nc2ccccc2)[C@H](C)CN([C@H](C)CO)C(=O)c2cc(NS(=O)(=O)c3cn(C)cn3)ccc2O1	-11	-4	-0.2	4	-7	10	.
O=C(NCC[C@H]1CC[C@H](NC(=O)C2CCCCC2)[C@H](CO)O1)c1cc(Cl)cc(Cl)c1	2	2	-0.1	-3	-3	17	-3
COC(=O)c1ccc(C#Cc2ccccc2)o1	-2	-3	1.5	-1	-4	2	2
CO[C@H]1CN(C)C(=O)c2ccc(NC(=O)c3ccccc3F)cc2OC[C@@H](C)N(C(=O)c2ccccc2F)C[C@H]1C	-23	1	0.0	-5	-3	-2	-8

Some of these compounds in order of their number in ERp5 block, highest first:
SMILES	ERp5 block
C[C@H](CO)N1C[C@H](C)[C@H](CN(C)S(=O)(=O)c2ccccc2)Oc2ccc(NC(=O)CCCN(C)C)cc2C1=O	7
C[C@H](CO)N1C[C@H](C)[C@@H](CN(C)Cc2ccc(-c3ccccc3)cc2)Oc2c(NC(=O)CCCCCC(=O)Nc3ccccc3N)cccc2C1=O	4
COc1ccc(NC(=O)C(c2ccccc2F)n2c(=O)c(-c3cc4ccccc4[nH]3)nc3ccccc32)cc1 (stereo not drawn)	2
Cc1cccc(OCCC(=O)NNC(=O)c2ccoc2C)c1	1
CC(=O)N(C)C[C@H]1Oc2cc(-c3ccc(C)cc3)ccc2S(=O)(=O)N([C@@H](C)CO)C[C@H]1C	0
Cc1cccc(OCC(=O)Nc2ccccc2N2CCCCC2)c1C	-1
COc1ccc(OCc2ccc(C(=O)N3CCOCC3)cc2)cc1	-2

Entries above shown as hits in S100A4 inh HTS.
Structure | S100A4 inh HTS | PglD DTNB | ERp5 block | SIRT5 block | DENV2 CPE rescue
CCCC(=O)Nc1ccc2c(c1)C(=O)N(C)C[C@H](OC)[C@H](C)CN(Cc1ccccc1)[C@H](C)CO2 | 96* | -1 | 4 | -2 | -16
